Rin1 Abl inh – inhibitors of Rin1-Abl protein binding, primary screen, biochemical, TR-FRET. Tyrosine-protein kinase ABL1 (Homo sapiens) + Ras and Rab interactor 1 (Homo sapiens), …. inhibition, % at 7.35 µM. hit rate 0.4% among 360,000; in the data active means inhibition above about 5%, passing the limit was not always enough
STEP inh – STEP phosphatase inhibitors, primary screen, biochemical, fluorescence intensity, uHTS; AID 588621, 2011; hit rate 0.25% among 360,000; recombinant STEP, OMFP fluorogenic substrate; inhibition, % at 20 µM; Tyrosine-protein phosphatase non-receptor type 5 (Homo sapiens), P54829;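 active means inhibition at 20 µM, scaled per plate between control wells, above about 37%, limit read from the data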;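 further: 0% = DMSO with enzyme and substrate and 100% = substrate only without enzyme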
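Test system: STEP tyrosine phosphatase / Reagent: OMFP at 25 µM / Doses: 20 µM, 1% DMSO / Read-out: percent inhibition scaled to no-enzyme and uninhibited-enzyme controls, plate-pattern corrected / Detection: FITC-channel fluorescence of OMFP product / Medium: Bis-Tris buffer pH 6.0, 2.5 mM DTT, 0.005% Tween 20 / Schedule: 20 min at room temperature, dark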
CSN inh – inhibitors of CSN-mediated cullin deneddylation, primary screen, biochemical, fluorescence polarization, uHTS | COP9 signalosome complex subunit 5 (Homo sapiens), Q92905 | Purified CSN, SCF-Nedd8-OG deneddylation | inhibition, % at 12.5 µM | hit rate 0.38% among 360,000;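 active means pattern-corrected inhibition above about 35%, with an unprinted fluorescence ratio check between 0.5 and 1.5, limit read from the data, passing the limit was not always enough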;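 further: 0% = enzyme with substrate and 100% = substrate without enzyme; some results filed as inactive read as strong as hits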
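Test system: Human Csn5 produced in HEK293T cells | Compound: 12.5 µM single point | Times: 90 min, room temperature | Signal: Fluorescence polarization readout | Read-out basis: % inhibition of substrate cleavage by Csn5 | Controls: no-enzyme wells high, enzyme-with-substrate wells low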
Neddylation inh – inhibitors of cullin neddylation, primary screen, biochemical, TR-FRET, uHTS, NAE and Ubc12. calls only at 25 µM. hit rate 0.58% among 360,000. AID 651699, 2012; in the data active means inhibition above about 36%
NadD block – inhibitors of S. aureus NadD, primary screen, biochemical, colorimetric, uHTS; Nicotinate-nucleotide adenylyltransferase NadD (Staphylococcus aureus N315); purified NadD enzyme, colorimetric absorbance read-out; inhibition, % at 20 µM; hit rate 0.78% among 360,000; in the data active means inhibition above about 26%; further: some compounds past the cut are filed as inactive
LMPTP block – LMPTP phosphatase inhibitors, primary screen, biochemical, fluorescence intensity, uHTS; inhibition, % at 20 µM; recombinant LMPTP-A, OMFP fluorogenic substrate; Low molecular weight phosphotyrosine protein phosphatase (Homo sapiens), P24666; hit rate 0.22% among 360,000;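 active means compounds that cut the enzyme signal by at least half of the control window in the single-dose screen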;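 further: plate controls were DMSO wells with enzyme plus substrate for no effect and substrate without enzyme for full effect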
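Test system – LMPTP-A enzyme · Amount – LMPTP-A at 0.625 nM final in the reaction · Buffer or medium – Bis-Tris pH 6.0, DTT, detergent · Reagent – OMFP 400 µM · Doses – single 20 µM dose · Schedule – reaction 50 min, room temperature, dark · Detection – fluorescence intensity of OMFP turnover product · Evaluation – percent inhibition versus substrate-only and uninhibited controls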
Rpn11 inh – Rpn11 (PSMD14) deubiquitinase inhibitors, primary screen, biochemical, fluorescence polarization, uHTS; 26S proteasome non-ATPase regulatory subunit 14 (Homo sapiens), O00487; AID 588493, 2011; hit rate 0.59% among 360,000; calls only at 20 µM; human 26S proteasome, Ub4-pepOG fluorescence polarization; 20S core pre-blocked with epoxomicin;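 active means inhibition at 20 µM, scaled to each plate's controls, above about 33%, limit read from the data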
DNMT1 block – human DNMT1 methyltransferase inhibitors, primary screen, biochemical, molecular beacon, fluorescence, HinP1I cleavage, uHTS; DNA (cytosine-5)-methyltransferase 1 (Homo sapiens), P26358; AID 588458, 2011; inhibition (reported as % activation of signal), % at 10 µM; hit rate 0.83% among 360,000; in the data active means inhibition above about 50%
Scp-1 inhibitor – Scp-1 phosphatase inhibitors, primary screen, biochemical, colorimetric, uHTS; Carboxy-terminal domain RNA polymerase II polypeptide A small phosphatase 1 (Homo …; inhibition, % at 20 µM; AID 493091, 2011; hit rate 0.88% among 340,000; Recombinant Scp1, phosphopeptide, malachite green phosphate absorbance;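 active means inhibition above about 50% at 20 µM, limit read from the data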;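 further: plate controls were DMSO wells with enzyme for no effect and wells lacking enzyme for full effect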
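Incubation: 45 min enzyme reaction at room temperature / System: truncated SCP-1 phosphatase (76-261aa) / Reagent: Phospho 17-mer peptide substrate / Buffer or medium: Acidic Tris acetate buffer with magnesium and detergent / Signal: absorbance at 630 nm / Doses: one concentration, 20 µM, with 1.0% DMSO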
SUMO1-SIM PPI – modulators of SUMO1 protein-protein interactions, primary screen, biochemical, uHTS. hit rate 0.33% among 360,000. inhibition, % at 20 µM. SUMO1 binding to a labelled peptide, TR-FRET, 1 h. AID 602429, 2012. Small ubiquitin-related modifier 1 (Homo sapiens), P63165; in the data active means inhibition above about 37%
* = called active by the depositor; i = inactive; / = no result given; + = active, no number; & = joins results of further samples; ! = repeats disagree.

No.	LMPTP block	Scp-1 inhibitor	DNMT1 block	Rpn11 inh	Rin1 Abl inh	Neddylation inh	smiles	STEP inh	CSN inh	SUMO1-SIM PPI	NadD block
1	0.9	-6	-2	i	-3	i	COc1ccc(NC(=O)CSc2nncc3ccccc23)cc1	12	-1	0	0
2	32&-3.7	27&-3	77*!	+!	1&1	i	N[C@@H](Cc1cc(I)c(Oc2ccc(O)c(I)c2)c(I)c1)C(=O)O	-3&-3	13&-2	40*!	58*!
3	9.2	/	0	i	-1	i	Nc1ccc(Nc2ccncc2)cc1	4	-4	2	-3
4	-2.2	-5	-2	i	-2	i	CC(C)COc1ccc(C(=O)NC(CC(C)C)C(=O)O)cc1 (stereo not drawn)	-6	-2	1	3
5	-1.7	-2	2	i	-1	i	NC(=O)c1ccc(N2CCN(c3ccccc3F)CC2)c([N+](=O)[O-])c1	-4	0	-25	1
6	-2.2	-11	5	i	-1	i	O=C(CCC(=O)N1CCN(c2ccccc2F)CC1)N1CCN(c2ccccc2)CC1	-1	-1	4	-4
7	0.2	-9	-3	i	-1	i	CCCn1c(=O)c2c(nc3n2CCCN3CCc2ccccc2)n(C)c1=O	-1	1	11	-8
8	-0.2	7	-2	i	2	i	CCOc1ccccc1C1CC(=O)Nc2cc3c(cc21)OCCO3 (stereo not drawn)	-1	2	1	-5
9	-0.5	-1	-2	i	1	i	Fc1ccc(Cn2nnnc2C(c2cccs2)N2CCN(C3CCCCC3)CC2)cc1 (stereo not drawn)	-4	0	1	-1
10	-0.6	-9	40	i	-1	/	CCCCCCOc1ccc(/C=c2\s/c(=C(/C#N)C(=O)NCc3ccco3)n(-c3ccccc3)c2=O)cc1	2	12	4	3
11	-1.1	-22	4	i	-1	i	O=C(NCC1CCCO1)c1ccc(CS(=O)(=O)c2ccc(Cl)cc2)o1 (stereo not drawn)	-2	-6	-1	-7
12	0.8	-3	1	i	-20	i	Cc1cc(SCC(=O)NC2CCCCC2)nc2ccccc12	-1	-1	3	8
13	0.3	/	/	/	/	i	O=C(Nc1c(-c2ccccc2)[nH][nH]c1=O)c1cccs1	/	-2	-1	/
14	-1.2	-6	1	i	0	i	O=c1c(N2CCCCC2)coc2ccccc12	1	1	6	-6
15	-0.9	9	-1	i	-1	i	O=C(CSc1nncs1)N1CCN(C(=O)c2ccco2)CC1	0	-2	-2	3
16	-2.1	-2	22	i	-1	i	CCCOc1ccc(-c2c(C(=O)N/N=C(\C)c3cccnc3)nnn2-c2nonc2N)cc1	0	5	1	-3
17	-1.1	-10	3	i	5	i	O=C(Nc1ccc(F)cc1F)c1ccccc1NC(=O)C1CC=CCC1C(=O)O (stereo not drawn)	-2	4	-5	-3
18	-0.2	-5	-4	i	-4	i	COc1ccc(C)cc1NC(=S)N1CCN(S(C)(=O)=O)CC1	-2	-9	-3	1
19	0.7	-3	-2	i	-1	i	COc1ccc2c(c1)c(C(=O)N/N=C/c1cn(C)c3ccccc13)c(C)n2C	1	-3	-10	4
20	-1.5	/	2	i	-3	i	Cc1ccc(Nc2n[nH]c(=S)s2)c(C)c1	1	4	5	6
21	-0.4	-6	1	i	0	i	COc1cc2c(cc1OC)CN(C(=O)c1ccc(OC)c(S(=O)(=O)N3CCOCC3)c1)CC2	-1	1	-1	-1
22	1.2	-1	-3	i	1	i	CCOC(=O)Nc1ccc(OCc2nnc3c4ccccc4c(C)nn23)cc1	1	5	5	-8
23	-1.1	3	1	i	-1	i	Cc1cc(C)c(OCC(=O)OCC(=O)N(C)C2CCS(=O)(=O)C2)c(C)c1 (stereo not drawn)	-1	0	-6	-5
24	0.9	-6	-4	i	1	i	C#CCSc1nnc(-c2cccc3ccccc23)o1	0	1	-15	-8
25	-0.6	1	-1	i	-1	i	Cc1ccc(-c2[nH]nc3c2C(C)C(C#N)=C(N)O3)cc1 (stereo not drawn)	-4	-16	-2	-4

Part of the list above, limited to LMPTP block and DNMT1 block.
no. | SMILES | LMPTP block | DNMT1 block
8 | CCOc1ccccc1C1CC(=O)Nc2cc3c(cc21)OCCO3 (stereo not drawn) | -0.2 | -2
9 | Fc1ccc(Cn2nnnc2C(c2cccs2)N2CCN(C3CCCCC3)CC2)cc1 (stereo not drawn) | -0.5 | -2

(list continues)
No.	LMPTP block	Scp-1 inhibitor	DNMT1 block	Rpn11 inh	Rin1 Abl inh	Neddylation inh	smiles	STEP inh	CSN inh	SUMO1-SIM PPI	NadD block
26	32	98*	44	+	2	i	COc1ccc(Br)cc1C(=O)Nc1cccc(-c2nnc(-c3ccco3)o2)c1	33	115*	18	-8
27	0.5	-7	3	i	2	i	COc1ccc(NC(=O)c2cc(S(=O)(=O)N3CCCC3)c[nH]2)cc1	1	-3	3	-4
28	-1.7	/	0	i	-2	i	CC(NC(=O)c1cc(COc2ccc(-n3cncn3)cc2)on1)c1ccc(F)cc1 (stereo not drawn)	-2	-5	1	-3
29	-1.8	-5	1	i	2	i	O=C(COC(=O)C1=NNC(=O)CC1)NCCc1ccccc1	2	-2	7	-4
30	0.3	1	1	i	1	i	COc1ccc(NS(=O)(=O)c2cccc3cccnc23)cc1	-1	-2	-3	-2
31	2.2	-2	-7	i	-8	i	Cc1cccc2cc(C#N)c(SCC(=O)N3CC(=O)Nc4ccccc43)nc12	-4	10	1	23
32	-0.4	/	/	/	/	i	CC(C)NC(=O)N1Cc2cc(C(=O)NC3CCCC3)nc(-c3cccc(-c4cccnc4)c3)c2[C@H]1CCO	/	-2	8	-6
33	-0.8	2	-4	i	2	i	CCOC(=O)C1(CCc2ccccc2)CCN(Cc2ccc(O)cc2)CC1	-2	-2	-1	-4
34	0.2	0	-3	i	-4	i	CCn1c(=O)c2c(O)cc(=O)oc2c2ccccc21	1	0	15	2
35	-0.8	-8	0	i	0	i	c1ccc(CCc2nc(-c3ccncc3)no2)cc1	-2	0	-4	1
36	0.4	-11	1	i	-5	i	COC(=O)c1ccc(CNC(=O)COC(=O)/C=C/c2ccc(OC)c(OC)c2)cc1	-1	-2	-18	-11
37	1.8	-7	-3	i	1	i	CC12CC(NC(=O)N1c1ccc(C(=O)N3CCN(c4ccc(F)cc4)CC3)cc1)c1ccccc1O2 (stereo not drawn)	-2	3	-1	10
38	-1.1	/	8	i	-1	i	CCc1nc2cc(NC(=O)C3(C)CCCN(C(C)C)C3)ccc2o1 (stereo not drawn)	1	0	-4	1
39	1.0	-10	4	i	-1	i	CCCC(=O)NC(=S)Nc1cccc(Cl)c1N1CCCC1	-3	2	1	4
40	-0.1	-2	3	i	-1	i	CN1C(=O)NC(c2ccccc2)(C(F)(F)F)S/C1=C(/C#N)c1nnc(N2CCOCC2)n1-c1ccccc1 (stereo not drawn)	0	1	1	1
41	0.3	/	42	i	-1	i	COc1cc(CC(=O)N2CCN(S(=O)(=O)c3ccc(C(C)C)cc3)CC2)cc(OC)c1OC	1	2	-1	3
42	-0.2	-6	0	i	1	i	Cc1nc2nc3c(cn2n1)C(=O)CC(C)(C)C3	0	-1	0	4
43	-1.2	/	-27	i	1	i	C[C@@H]1CN([C@@H](C)CO)C(=O)CCCn2nncc2CO[C@@H]1CN(C)C(=O)c1cc(-c2ccccc2)on1	-2	-3	-4	0
44	-2.4	-11	4	i	-1	i	CC(C)C(NS(=O)(=O)c1cccc2nsnc12)C(=O)Nc1nccs1 (stereo not drawn)	0	0	-29	-4
45	-0.8	-8	0	i	-1	i	COc1ccc(-c2nnc(N)s2)cc1	1	-1	4	-1
46	-1.8	-2	6	i	0	i	C=C(C)Cn1c(CCNC(=O)CCC)nc2ccccc21	3	-3	3	1
47	0.4	-12	1	i	-1	i	CCCN(Cc1nnc(-c2cccs2)o1)C(=O)CN1C(=O)NC2(CCCCC2C)C1=O (stereo not drawn)	-2	-4	-3	5
48	-2.0	-6	1	i	-1	i	Cc1ccc(C(=O)CN(CCCC(N)=O)C(=O)c2ccncc2)cc1	2	4	-1	1
49	0.1	-1	-1	i	-3	i	Cn1nnnc1SCC(=O)N1CCN(c2cccc(Cl)c2)CC1	-3	9	-1	3
50	0.7	-1	6	i	2	i	COc1ccc(C2=Nc3ccc(C)cc3C(c3ccccc3)N2CC(=O)NN)cc1 (stereo not drawn)	3	-9	5	5
51	-1.5	1	0	i	2	i	COc1ccccc1OCc1ccc(C(=O)NN)o1	0	-3	1	-1

Structures from the list above containing a thiophene ring, fused or not (3):
No.	LMPTP block	Scp-1 inhibitor	DNMT1 block	Rpn11 inh	Rin1 Abl inh	Neddylation inh	smiles	STEP inh	CSN inh	SUMO1-SIM PPI	NadD block
9	-0.5	-1	-2	i	1	i	Fc1ccc(Cn2nnnc2C(c2cccs2)N2CCN(C3CCCCC3)CC2)cc1 (stereo not drawn)	-4	0	1	-1
13	0.3	/	/	/	/	i	O=C(Nc1c(-c2ccccc2)[nH][nH]c1=O)c1cccs1	/	-2	-1	/
47	0.4	-12	1	i	-1	i	CCCN(Cc1nnc(-c2cccs2)o1)C(=O)CN1C(=O)NC2(CCCCC2C)C1=O (stereo not drawn)	-2	-4	-3	5
